# Screening results from PubChem BioAssay.
# RECQ1 inh – qHTS Assay for Inhibitors of RecQ-Like Dna Helicase 1 (RECQ1); ATP-dependent DNA helicase Q1 (Homo sapiens), P46063; Potency, µM (highest dose often 57.3 µM), for the others: top-dose activity, negative = inhibition, most hits filed as inhibitors; AID 2549, 2010; RECQ1 DNA unwinding, red fluorescence kinetic read; 240,000 compounds, 0.54% hits;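 note: plate controls were vehicle for no effect and no enzyme for full effect; nearly all actives have a fitted effect of over 30% in size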
# Target sequence (P46063 whole entry, looked up): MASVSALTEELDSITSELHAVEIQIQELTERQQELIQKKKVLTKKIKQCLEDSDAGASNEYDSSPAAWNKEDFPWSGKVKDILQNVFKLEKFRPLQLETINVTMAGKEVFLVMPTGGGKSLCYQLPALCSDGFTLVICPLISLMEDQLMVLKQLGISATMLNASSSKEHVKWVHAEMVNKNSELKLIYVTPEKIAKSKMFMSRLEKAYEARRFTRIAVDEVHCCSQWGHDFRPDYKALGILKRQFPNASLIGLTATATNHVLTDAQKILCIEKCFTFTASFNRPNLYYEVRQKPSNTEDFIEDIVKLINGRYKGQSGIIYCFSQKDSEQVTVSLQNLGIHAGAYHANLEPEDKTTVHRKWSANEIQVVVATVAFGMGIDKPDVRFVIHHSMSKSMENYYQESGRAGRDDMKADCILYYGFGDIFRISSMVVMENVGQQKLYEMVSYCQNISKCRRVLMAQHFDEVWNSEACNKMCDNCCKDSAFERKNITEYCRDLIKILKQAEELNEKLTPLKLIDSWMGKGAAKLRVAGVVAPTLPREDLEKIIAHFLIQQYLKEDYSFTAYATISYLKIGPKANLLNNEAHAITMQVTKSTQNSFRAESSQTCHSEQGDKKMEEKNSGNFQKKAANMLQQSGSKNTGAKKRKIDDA
#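 50 nM RECQ1T1 preincubated 15 min with compound in Tris pH 8.0 buffer with MgCl2, DTT, Tween-20 and 2.5 ug/ml poly(dI-dC); started with 200 nM TAMRA/BHQ-2 forked duplex and 2 mM ATP. Unwinding read as fluorescence (525/598 nm), two reads 2 h apart.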
# SMN2 splice enh – qHTS Assay for Enhancers of SMN2 Splice Variant Expression; AID 1458, 2008; HEK293 SMN2-luciferase splicing reporter, luminescence, 30-36 h; 210,000 compounds, 2.8% hits; Potency, µM (series often up to 46.1 µM), inactives show at the highest dose activity change, positive = activation, usual class: activators; note: % of control where 0% means no effect; nearly all actives have a fitted effect of over 55% in size
#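 HEK293 cells carry an SMN2 […]–luciferase reporter in which exon 7 inclusion puts luciferase in frame. Cells were plated 10-12 h before compound addition, then incubated 30-36 h at 37C. ONE-Glo luminescence was read; sodium butyrate at 4.5 mM final served as control.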
# KDM4E inh – qHTS Assay for Inhibitors of Human Jumonji Domain Containing 2E (JMJD2E). Potency, µM (series often up to 57.1 µM), without a hit: at the highest dose activity change, negative = inhibition, actives largely listed as inhibitors. AID 2147, 2009. Lysine-specific demethylase 4E (Homo sapiens), B2RXH2. 230,000 compounds, 1.6% hits. JMJD2E catalytic domain, FDH-coupled NADH fluorescence (FDH is formaldehyde dehydrogenase); active = well fitted inhibition curve with a large enough effect, not every such curve was filed as active; inconclusive = small, poorly fitted or top-dose-only effect, or another doubt; inactive = no such curve, though single readings can be large or run the other way;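 note: 0% = wells with enzyme and -100% = buffer wells without enzyme; nearly all actives have a fitted effect of over 50% in size; many of its hits are not listed in these tables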
# Target sequence (B2RXH2 1-337 limits assumed): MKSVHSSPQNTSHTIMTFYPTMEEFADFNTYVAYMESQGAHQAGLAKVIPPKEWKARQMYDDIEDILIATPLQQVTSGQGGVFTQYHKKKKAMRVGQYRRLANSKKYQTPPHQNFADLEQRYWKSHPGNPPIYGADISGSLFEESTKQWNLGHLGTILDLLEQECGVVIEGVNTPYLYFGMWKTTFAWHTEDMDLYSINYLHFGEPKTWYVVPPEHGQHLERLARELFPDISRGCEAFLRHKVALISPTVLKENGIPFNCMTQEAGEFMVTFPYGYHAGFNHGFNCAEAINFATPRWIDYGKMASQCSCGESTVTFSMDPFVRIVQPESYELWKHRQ
# L3MBTL1 inh – qHTS Assay for the Inhibitors of L3MBTL1; 230,000 compounds, 0.66% hits; AID 485360, 2010; AlphaScreen L3MBTL1–H3K9me1 peptide binding; Potency, µM (series often up to 57.1 µM), inactives show top-dose activity, negative = inhibition, actives largely listed as inhibitors; Lethal(3)malignant brain tumor-like protein 1 (Homo sapiens), Q9Y468; note: % is set by controls: 0 for no effect and ±100 for the full control effect; nearly all actives have a fitted effect of over 60% in size
#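 AlphaScreen assay: L3MBTL1 (50 nM final) was preincubated 30 min at room temperature with biotinylated H3(1-15)K9me1 peptide (75 nM final), then 30 min with library compounds; streptavidin donor and nickel chelate acceptor beads (10 ug/mL final) added, 30 min dark.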
# Lamin A splicing – qHTS Assay for Modulators of Lamin A Splicing. HeLa LMNA splicing GFP/RFP minigene ratio, 48 h. Potency, µM (titrated, usually from 46.1 µM), for the others: top-dose ratio change, negative = inhibition, usual class: inhibitors. 200,000 compounds, 0.01% hits. AID 1487, 2009; active = well fitted inhibition curve with a large enough effect in the signal ratio, with a control signal flat, not every such curve was filed as active; inconclusive = small, poorly fitted or top-dose-only effect, or effect the other way, or a change in a side signal; the % refers to the signal ratio; note: % is set by controls: 0 for no effect and ±100 for the full control effect
#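 S3 HeLa cells stably expressing lamin A-EGFP splicing minigene plus DsRed2, 600 cells/well, 48 h compound exposure at 37C. Laser-scanning cytometry; analysed as GFP (500-530 nm)/RFP (575-640 nm) total intensity ratio; 0.5% DMSO vehicle.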
# KinaseGlo FLuc – Counterscreen for Luciferase (Kinase-Glo TM) Inhibition; 200,000 compounds, 0.28% hits; Kinase-Glo luciferase, ATP luminescence, 8 min; Potency, µM (titrated, usually from 38.3 µM), for inactives: at the top dose activity change, negative = inhibition, hits mostly inhibitors; note: % is set by controls: 0 for no effect and ±100 for the full control effect; nearly all actives have a fitted effect of over 60% in size
#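 Recombinant Kinase-Glo luciferase, 10 uM ATP (linear range), luciferin; imidazole pH 7.2 / KCl / MgCl2 / Tween / BSA buffer; 8 min RT; luminescence.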
# Tau ThT inhib – qHTS for Inhibitors of Tau Fibril Formation, Thioflavin T Binding | recombinant tau K18 P301L (four-repeat tau fragment), heparin-induced fibrillization, ThT fluorescence | Microtubule-associated protein tau (Homo sapiens), P10636 | 270,000 compounds, 2.1% hits | AID 1460, 2008 | Potency, µM (series often up to 57.4 µM), without a hit: at the highest dose activity, negative = inhibition, usual class: inhibitors; note: % is set by controls: 0 for no effect and ±100 for the full control effect; nearly all actives have a fitted effect of over 55% in size
# Target sequence (P10636 561-689 P618L limits assumed): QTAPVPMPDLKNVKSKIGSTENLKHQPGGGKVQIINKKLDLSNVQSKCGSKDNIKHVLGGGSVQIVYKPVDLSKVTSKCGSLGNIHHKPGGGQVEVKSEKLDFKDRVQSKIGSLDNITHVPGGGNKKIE
#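 Recombinant human tau K18 fragment […] carrying P301L, 15 uM unlabeled plus 0.24 uM Alexa 594-labeled, was fibrillized with 20 uM heparin in 100 mM sodium acetate pH 7 for 6 hr at 37 C; 30 uM ThT fluorescence read after 1 hr.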
# ALDH1A1 block – qHTS Assay for Inhibitors of Aldehyde Dehydrogenase 1 (ALDH1A1); Purified ALDH1A1, NADH fluorescence, propionaldehyde substrate; 220,000 compounds, 7.3% hits; Potency, µM (titrated, usually from 75.3 µM), inactives show at the top dose activity, negative = inhibition, actives largely listed as inhibitors; AID 1030, 2008; active = well fitted inhibition curve with a large enough effect, not every such curve was filed as active; inconclusive = small, poorly fitted or top-dose-only effect, or another doubt; inactive = no such curve, though single readings can be large or run the other way;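 note: plate controls were no enzyme wells and a reference inhibitor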
# The depositor's hits bear a star; i = inactive; u = inconclusive; x = not tested or not shown; [ ] = dose if it differs, or a comment. Unless noted, calls come from the whole dose curve; as a rule, active = well fitted curve in the direction sought with a large enough effect; inconclusive = small, poorly fitted or top-dose-only effect, or another doubt; inactive = no such curve, though single readings can be large; an effect the other way counts as inactive or inconclusive. Potency is the fitted concentration of half-maximal effect. This is a subset (hit frequency here may not be typical).
SMILES,RECQ1 inh,SMN2 splice enh,KDM4E inh,L3MBTL1 inh,Lamin A splicing,KinaseGlo FLuc,Tau ThT inhib,ALDH1A1 block
CS(=O)(=O)Nc1ccc(C(=O)NCCc2ccccc2)cc1,-11.4%,11.2µM*,-10.1%,9.3%,17.0%,-4.3%,-5.9%,0.9%
O=C(/C=C/c1cccs1)NC(=S)Nc1ccc(C(=O)O)cc1,i,x,-4.6%,0.0%,x,x,-19.9%,u
CCN(CC)c1ccc(CN2CCCCCC2)cc1,i,-0.5%,u,27.5%,0.2%,-1.9%,-10.5%,u
COc1ccccc1/C=C(/CC(=O)NCc1ccc(F)cc1)c1nc2ccccc2s1,-4.4%,-22.7%,u,-0.7%,u,-1.4%,-13.1%,u
CCOC(=O)C1=C(CS(=O)(=O)c2ccccc2)NC(=O)NC1c1ccc(O)c(OC)c1 (stereo not given),2.1%,x,5.4%,-6.1%,x,x,1.0%,x
CC12CCC(C(=O)N(CC(=O)O)C1=O)C2(C)C (stereo not given),i,x,-8.9%,1.3%,7.4%[46 µM],-4.5%,-3.0%,0.1%
Cc1cccc(C)c1NC(=S)N(CCN(C)C)C(C)c1cccnc1 (stereo not given),-15.6%,-10.5%,-25.2%,x,-11.8%[46 µM],2.7%,-6.1%,-5.9%
CCC(C)(C)NC(=O)c1cc([N+](=O)[O-])ccc1N1CCCCC1,-6.6%,-10.6%,0.6%,-3.5%,1.0%,-1.9%,-6.5%,u
COc1ccc(S(=O)(=O)Nc2cccc(SC)c2)cc1OC,i,-67.1%[inhibitor],1.9%,2.7%,u,-2.7%,3.4%,0.3%
CCN(CC)S(=O)(=O)c1ccc(N/N=C/c2cc(OC)c(OC)cc2OC)nc1,i,14.4%,u,0.0%,u,4.1%,-0.5%,u
O=C(NC1CC1)C1=C[C@H](c2ccc3c(c2)OCO3)C[C@H](OCc2ccc(CO)cc2)O1,-14.9%,x,-24.3%,9.8%,x,x,-1.9%,-6.3%
Cc1cc(SCC(=O)c2cccs2)nc2c(C)cccc12,-9.2%,10.9%,2.8%,7.9%,25.7%,-3.0%,u,-2.4%
CCN(CC)C(=O)C1CC(=O)N(c2ccc(F)c(Cl)c2)C1 (stereo not given),4.0%,7.3%,1.7%,5.0%,8.7%,-3.0%,-0.6%,-0.3%
COc1nc(OCC#N)nc(N(C)C)n1,-4.3%,15.8%,3.0%,-8.4%,15.5%,-1.8%,-5.7%,-8.4%
CCCCCCCCCC(=O)N/N=C/c1ccc(C)s1,-5.5%,x,-3.4%,x,1.7%,-4.8%,u,1.9%
O=C(O)CCCC(=O)Nc1nc(-c2ccccc2)cs1,-2.1%,22.3%,1.5%,5.2%,14.6%,-4.4%,-7.4%,4.0%
CCCCC/C=C\C\C=C/C=C/C=C/[C@@H](SC[C@H](N)C(=O)O)[C@@H](O)CCCC(=O)O,-4.2%,-3.7%,x,x,x,x,1.8%,10.0%
CCOC(=O)C1=C(C)NC2=C(C(=O)CC(C)(C)C2)C1c1cccc(C)n1 (stereo not given),8.3%,6.1%,u,-4.2%,10.1%,0.4%,2.0%,u
CC(C)C(NC(=O)c1ccc(F)cc1)C(=O)OCC(=O)N1CC(=O)Nc2ccccc21 (stereo not given),3.6%,10.7%,9.9%,6.4%,5.9%,2.9%,4.0%,3.5%
Cc1cc(NC(=O)CSc2cn(CCNC(=O)c3ccc(F)cc3)c3ccccc23)no1,-0.6%,-4.2%,5.1%,-3.8%,u,-1.2%,-13.6%,u
CNC(=O)COC(=O)/C=C/c1ccco1,-3.0%,6.8%,-7.5%,u,u,-1.0%,-12.3%,u
O=C(Nc1ccccc1C(=O)NCCc1ccccc1)c1ccco1,i,15.2%,7.5%,5.6%,5.6%,0.5%,-8.8%,3.6%
CNC(=O)COc1ncnc2sc(C)c(C)c12,-13.2%,-5.7%,4.5%,2.2%,-12.7%,0.5%,-1.3%,3.6%
O=S(=O)(c1ccc(OCC(O)CNC23CC4CC(CC(C4)C2)C3)c(Cl)c1)N1CCOCC1 (stereo not given),-4.4%,-27.8%,3.1%,-9.4%,-23.0%[46 µM],1.7%,0.2%,0.6%
Fc1ccc(C2CC(c3ccco3)=NN2c2ccccc2)cc1 (stereo not given),0.8%,x,4.5%,101.0%[activator],15.0%,-8.5%,1.1%,7.6%
# Going on with the list.
SMILES,RECQ1 inh,SMN2 splice enh,KDM4E inh,L3MBTL1 inh,Lamin A splicing,KinaseGlo FLuc,Tau ThT inhib,ALDH1A1 block
CC1CCCN(C(=O)c2cc3c(-c4ccc(Cl)cc4)nn(C)c3s2)C1 (stereo not given),1.2%,9.0%,-7.2%,49.6%[activator],-11.4%,1.7%,2.5%,3.8%
COc1ccc(CN2CCOCCOCCOCCOCC2)cc1,i,x,-0.9%,1.1%,x,x,7.5%,x
O=C(OCC(=O)N1CCN(C(=O)c2ccco2)CC1)c1sc2ccccc2c1Cl,i,12.1%,-9.3%,0.8%,3.6%,-2.7%,u,-2.6%
CC(C)CCN1CCN(Cc2cn[nH]c2C2CCCCC2)CC1CCO (stereo not given),i,-2.5%,0.9%,-7.1%,u,-4.0%,-0.3%,1.5%
CC1CCN(C(=O)Oc2ccccc2)CC1,-14.4%,-1.8%,11.2%,2.1%,16.4%[46 µM],-0.8%,-7.6%,-0.1%
COCc1cc(C)nc(N/N=C/c2ccc(Cl)c(Cl)c2)c1C#N,-5.8%,-1.3%,57.6%[activator],-6.4%,2.2%,3.0%,2.5%,11.1%
COc1ccc(NC(=O)C(CCS(C)(=O)=O)NC(C)=O)cc1 (stereo not given),-14.0%,-7.7%,-1.2%,7.2%,9.8%,-2.3%,1.3%,8.1%
Cc1ccccc1Oc1ccc(-c2nc(N)nc(N)n2)cc1,-1.8%,-36.8%[inhibitor],-1.9%,-15.3%,u,-5.5%,-10.4%,u
COC(=O)/C(=C/c1cn(C(C)=O)c2ccccc12)[N+](=O)[O-],0.6%,x,-9.9%,-0.7%,x,x,u,x
CN1CCN(Cc2nc(Cc3cccc(F)c3)no2)CC1c1ccccc1 (stereo not given),5.8%,x,8.0%,1.2%,x,3.9%,11.0%,-9.6%
N#Cc1c(N)nc(SCc2ccccc2)c(C#N)c1-c1ccco1,i,7.1%,u,2.0%,20.1%,1.0%,-15.8%,u
O=C(COc1ccccc1)Nn1cnc2ccccc21,i,-5.5%,-19.2%,-0.8%,2.4%,1.1%,-7.1%,-7.3%
NC(=O)c1ccccc1NC(=O)Nc1cccc(Cl)c1,-13.4%,11.9%,u,-1.7%,-13.4%,-7.9%,-14.4%,-2.9%
Cc1sc2ncnc(Sc3ccccc3C(=O)Nc3ccc(Br)cc3)c2c1C,-11.3%,x,-2.9%,7.2%,-13.9%,x,u,u
COCCCNC(=O)CCc1nc(-c2ccccc2)no1,i,22.3%,6.3%,x,-3.7%,0.4%,-14.0%,-9.9%
CC(C)OCCCn1c(-c2ccc(Br)cc2)c[nH]c1=S,i,-12.7%,-4.7%,-23.8%,25.6%[46 µM],-2.3%,-1.9%,u
Cc1ccc(S(=O)(=O)Oc2cccc(/C=N/n3cnnc3)c2)cc1,1.8%,11.1%,-15.2%,-4.6%,u,0.6%,0.1%,0.891µM*
Cn1c(=O)c2c(nc(CN3CCN(Cc4ccccc4)CC3)n2CCN2CCOCC2)n(C)c1=O,-8.5%,15.8%,0.1%,x,-2.8%,-6.3%,-4.2%,u
CCc1ccccc1NC(=O)CSc1nnc(CCNC(=O)OC(C)(C)C)o1,-1.8%,x,-2.1%,1.7%,x,x,-1.5%,x
CC1(C)Cc2c(sc3c2c(=O)n(-c2ccc(Cl)cc2)c(=O)n3CC(N)=O)CO1,10.2%,x,-5.8%,8.9%,x,x,-13.5%,u
Cc1cc(C)c(NC(=O)C(C)Sc2nnc(-c3ccco3)n2-c2ccccc2)c(C)c1 (stereo not given),-8.1%,4.1%,-0.6%,3.0%,-7.7%,-0.8%,-8.1%,10.9%
CCC1Oc2ccccc2N(CC(=O)NCCCN2CCCCC2C)C1=O (stereo not given),-9.6%,6.4%,-2.7%,7.1%,22.4%[0.0737 µM],3.6%,-2.6%,12.5%
O=C(O)CCC(=O)Nc1ccc(C(=O)N2CCCCC2)cc1,-2.7%,3.0%,6.3%,-1.1%,14.4%,4.3%,2.3%,-5.9%
CN(Cc1ccccc1)S(=O)(=O)c1ccc(Cl)c(C(=O)OCC(N)=O)c1,i,x,2.1%,3.2%,x,x,-1.9%,x
CC(C)N(C(=O)C(=O)c1cccn1-c1ccccc1C#N)C(C)C,-8.5%,-25.7%,-0.8%,x,-1.5%,1.2%,-12.6%,11.7%
O=C1CCCc2ccccc2N1Cc1ccccc1,-12.3%,-8.4%,-0.1%,-1.9%,x,1.6%,4.7%,-6.7%
O=C(COC(=O)CNC(=O)c1ccco1)Nc1ccc(Cl)cn1,-2.7%,8.1%,-5.9%,x,11.6%,1.0%,1.7%,u
O=C(/C=C/c1ccc(O)cc1)c1cccs1,1.4%,x,u,x,x,5.62µM*,u,u

# In a second layout: 2 of the compounds above
SMILES	RECQ1 inh	SMN2 splice enh	KDM4E inh	L3MBTL1 inh	Lamin A splicing	KinaseGlo FLuc	Tau ThT inhib	ALDH1A1 block
CCN(CC)S(=O)(=O)c1ccc(N/N=C/c2cc(OC)c(OC)cc2OC)nc1	i	14.4%	u	0.0%	u	4.1%	-0.5%	u
CCOC(=O)C1=C(CS(=O)(=O)c2ccccc2)NC(=O)NC1c1ccc(O)c(OC)c1 (stereo not given)	2.1%	x	5.4%	-6.1%	x	x	1.0%	x
